TrxR1 substrate: is turned over as a substrate by rat TrxR1 | O89049 | purified TrxR1 substrate turnover, NADPH consumption readout | Potency, µM (series often up to 114 µM), for inactives: at the top dose activity change, negative = substrate turnover | actives 0.01% (n = 390,000) | AID 588456; further: potency means the concentration at half of the fitted maximal effect; on the % scale 0 is the no-effect control and ±100 the full control effect; nearly all actives have a fitted effect of over 50% in size
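Rat TrxR1, dispensed at 90 nM, was prereduced with 400 uM NADPH (final) for 5 min at ~22 deg C, then incubated with compound 15 min before 400 uM selenite. A first-read NADPH fluorescence drop versus no-compound background flagged substrates.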
Pin1 inhibitor: inhibitors of human Pin1; Q13526; Pin1 FP peptide displacement, HiFluor488, 10 min; Potency, µM (series often up to 115 µM), for inactives: at the top dose activity, negative = inhibition, actives largely listed as inhibitors; actives 0.009% (n = 390,000); active means well fitted inhibition curve with a large enough effect in the polarisation, with a control signal flat, not every such curve was filed as active; inconclusive means small, poorly fitted or top-dose-only effect, or effect the other way, or a change in a side signal; inactive means no such curve, though single readings can be large or run the other way; the % refers to the polarisation; further: potency means the concentration at half of the fitted maximal effect; on the % scale 0 is the no-effect control and ±100 the full control effect
mIDH1 inhibitor: blocks human mutant IDH1 R132H enzyme; O75874; IDH1-R132H enzyme, NADPH consumption, diaphorase/resazurin fluorescence; actives 0.093% (n = 390,000); Potency, µM (series often up to 76.6 µM), for the others: at the top dose activity change, negative = inhibition, hits mostly inhibitors; AID 602179; further: potency means the concentration at half of the fitted maximal effect; on the % scale 0 is the no-effect control and ±100 the full control effect; nearly all actives have a fitted effect of over 65% in size
Target sequence (O75874 whole entry R132H, stated change not applied): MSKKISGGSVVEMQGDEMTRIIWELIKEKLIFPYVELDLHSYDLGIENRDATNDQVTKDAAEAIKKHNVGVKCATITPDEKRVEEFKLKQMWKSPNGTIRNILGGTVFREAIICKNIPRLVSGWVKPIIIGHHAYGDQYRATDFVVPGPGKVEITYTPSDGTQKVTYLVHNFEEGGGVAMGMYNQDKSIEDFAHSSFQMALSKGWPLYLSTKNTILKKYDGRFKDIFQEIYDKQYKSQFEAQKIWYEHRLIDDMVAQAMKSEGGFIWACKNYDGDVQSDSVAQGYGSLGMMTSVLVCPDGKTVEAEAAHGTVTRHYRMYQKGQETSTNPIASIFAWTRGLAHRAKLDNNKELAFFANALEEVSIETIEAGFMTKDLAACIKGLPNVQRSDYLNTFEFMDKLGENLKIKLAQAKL
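IDH1-R132H (0.5 ug/mL dispensed) in pH 7.5 Tris buffer was preincubated 30 min with compound, then given a substrate mix of 0.016 mM NADPH and 2 mM alpha-KG for 80 min at room temperature; remaining NADPH was read by diaphorase/resazurin fluorescence.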
rTrxR1 inhibitor: inhibitors of rat thioredoxin reductase 1 | actives 1% (n = 390,000) | O89049 | AID 588453 | recombinant rTrxR1, NADPH fluorescence consumption, selenite substrate | Potency, µM (titrated, usually from 114 µM), for inactives: top-dose activity change, negative = inhibition, hits mostly inhibitors; further: potency means the concentration at half of the fitted maximal effect; on the % scale 0 is the no-effect control and ±100 the full control effect; nearly all actives have a fitted effect of over 65% in size
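Rat TrxR1 (90 nM in the dispensed reagent) was pre-reduced with 400 uM NADPH for 5 min at room temperature, then incubated with compound for 15 min. After 400 uM selenite was added, NADPH fluorescence (Ex 340/Em 450 nm) was followed for 8 min.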
USP1-UAF1 inh: inhibitors of human USP1/UAF1 deubiquitinase. O94782. recombinant USP1/UAF1, Ub-Rhodamine cleavage fluorescence. Potency, µM (titrated, usually from 57.1 µM), inactives show at the highest dose activity change, negative = inhibition, usual class: inhibitors. actives 0.23% (n = 390,000); further: potency means the concentration at half of the fitted maximal effect; on the % scale 0 is the no-effect control and ±100 the full control effect; nearly all actives have a fitted effect of over 60% in size; inactives centre near -12
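In this screen, compounds sit with the deubiquitinase complex (1nM) for 15 min at room temperature before Ub-Rho is added at 150nM final. Fluorescence rise is then followed for 6 reads every 60 seconds.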
PI4K2A block: inhibitors of human PI4K2A; activity change, negative = inhibition, % at 76.9 µM; actives 0.13% (n = 420,000); purified PI4K2A, ADP-Glo luminescence, 1 h; active compounds read low; AID 1346378; in the data active means activity change below about -50%; inconclusive means mostly about -30% to -49%;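 further: -100% = wells without enzyme as full effect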
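ADP-Glo luminescence measured ADP generated by PI4K2A enzyme (4 ug/mL before mixing) with 1.2 mM PI substrate (pre-mix) and 300 microM ATP (pre-mix). Tris pH7.5 buffer with MgCl2, Triton X-100; 1 h reaction at ambient temperature.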
Tb PGK inh: T. brucei PGK inhibition; Potency, µM (doses to about 57.5 µM), without a hit: at the highest dose activity change, negative = inhibition, most hits filed as inhibitors; PGK/GAPDH coupled, Kinase-Glo luminescence, 60 min; actives 0.043% (n = 380,000); further: potency means the concentration at half of the fitted maximal effect; on the % scale 0 is the no-effect control and ±100 the full control effect; nearly all actives have a fitted effect of over 60% in size
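Luminescent ATP detection (Kinase-Glo Plus) follows a 60-minute room-temperature incubation, with wells lacking PGK as controls. Buffer: 100 mM TEA (pH 7.6), 5 mM MgCl2, 0.01% Tween-20. Coupling enzyme GAPDH (100 nM final) supplies unstable 1,3-BPG in-well.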
HP1b chromo inh: blocks HP1-beta chromodomain binding to methylated histone tails. Potency, µM (series often up to 114 µM), for inactives: top-dose activity change, negative = inhibition, hits mostly inhibitors. P83916. AID 540317. actives 0.56% (n = 390,000). AlphaScreen HP1-beta / biotin-H3K9me3 peptide binding; further: potency means the concentration at half of the fitted maximal effect; nearly all actives have a fitted effect of over 70% in size; inactives centre near 23
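AlphaScreen: HP1-beta (50 nM) preformed 30 min with biotin-H3(1-18)K9me3 peptide (50 nM) in PBS pH 7.4, 0.01% Tween-20. Compound added for 30 min at RT, then streptavidin donor/nickel chelate acceptor beads (10 ug/mL) for 30 min.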
GLS inh: blocks human kidney-isoform glutaminase activity | AID 624170 | O94925 | GLS enzymatic activity, qHTS titration | Potency, µM (titrated, usually from 45.5 µM), for the others: at the highest dose activity change, negative = inhibition, usual class: inhibitors | actives 0.21% (n = 410,000); further: potency means the concentration at half of the fitted maximal effect; on the % scale 0 is the no-effect control and ±100 the full control effect
Target sequence (O94925 whole entry, looked up, canonical isoform): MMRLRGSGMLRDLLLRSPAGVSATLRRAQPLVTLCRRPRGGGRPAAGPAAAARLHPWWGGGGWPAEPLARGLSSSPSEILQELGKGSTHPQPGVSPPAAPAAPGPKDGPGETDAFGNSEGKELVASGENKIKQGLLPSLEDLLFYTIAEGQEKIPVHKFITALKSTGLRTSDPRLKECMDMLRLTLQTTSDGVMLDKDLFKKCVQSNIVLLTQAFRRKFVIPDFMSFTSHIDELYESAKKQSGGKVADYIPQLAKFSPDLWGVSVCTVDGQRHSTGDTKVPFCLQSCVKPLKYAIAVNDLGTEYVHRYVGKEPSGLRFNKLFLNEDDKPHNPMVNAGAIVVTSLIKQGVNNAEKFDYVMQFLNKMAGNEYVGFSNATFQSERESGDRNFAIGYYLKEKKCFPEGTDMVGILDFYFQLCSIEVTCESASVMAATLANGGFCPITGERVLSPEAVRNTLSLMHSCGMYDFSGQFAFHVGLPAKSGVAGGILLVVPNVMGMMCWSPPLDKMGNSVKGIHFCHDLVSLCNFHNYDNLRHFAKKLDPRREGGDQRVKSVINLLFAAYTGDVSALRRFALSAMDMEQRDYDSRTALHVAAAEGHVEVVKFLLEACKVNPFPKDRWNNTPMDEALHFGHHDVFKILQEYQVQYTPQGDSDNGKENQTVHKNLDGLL
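Enzyme dispensed in phosphate buffer (45 mM, pH 8.2, 0.02% Tween-20), compounds pinned in, then 1 mM L-glutamine solution and the glutamate oxidase–HRP–Amplex Red mix added; fluorescence read immediately and again after 30 min at room temperature.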
Active calls of the source: *; i = inactive; ? = inconclusive; / = no result given; & = joins results of further samples; ! = not confirmed by another sample; [ ] = dose if it differs, or a comment. Unless noted, the call rests on the fitted dose curve; in most records, active means well fitted curve in the direction sought with a large enough effect; inconclusive means small, poorly fitted or top-dose-only effect, or another doubt; inactive means no such curve, though single readings can be large; an effect the other way counts as inactive or inconclusive.

nr	SMILES	TrxR1 substrate	Pin1 inhibitor	mIDH1 inhibitor	rTrxR1 inhibitor	USP1-UAF1 inh	PI4K2A block	Tb PGK inh	HP1b chromo inh	GLS inh
1	CN(C)c1oc(-c2ccccc2Cl)nc1C#N	36%[activator]	-8%	5%	2%	-13%	0	i	-44%	-9%
2	CCOC(=O)CC(=O)Nc1nnc(C(C)C)s1	4%	0%	-2%	7%	-17%	2	-2%	35%[activator]	1%
3	COc1ccc(CNC(=O)c2cc3c(=O)[nH]c4ccccc4c3s2)cc1	13%	2%	/	22%	-15%	3	/	33%	-7%
4	CC(=O)c1ccc(N2C(=O)NC3(CCCCC3)C2=O)cc1	-9%	-1%	2%	22%[57.1 µM]	-9%	-5	-6%	22%	1%
5	CCCn1c(C(C)NC(=O)c2ccccc2)nc2ccccc21 (centres undefined)	-3%	/	5%	15%	-24%	-15	0%[11.5 µM]	18%	3%
6	COc1ccccc1OC(C)C(=O)Nc1ccccc1C(=O)NCc1cccnc1 (centres undefined)	7%[57.1 µM]	-4%	13%	21%[57.1 µM]	-31%	-2	-7%	3%	-5%
7	CCCCCCCC/C=C\CCCCCCCC(=O)NCCc1ccc(O)c(O)c1	?	?	11%	27µM*!	-23%	0&-3	-15%	-12%	29%
8	CCOC(=O)Nc1cccc(OCC(=O)Nc2ccc(OC)cc2OC)c1	-7%	-4%	-2%	-4%	-5%	4	-1%	42%[activator]	6%
9	COC(=O)CCC(=O)Nc1nnc(C(F)(F)F)s1	11%[57.1 µM]	3%	0%	11%[57.1 µM]	-10%	2	6%	-5%	5%
10	O=C(NC1CCCCCCC1)c1cccc(S(=O)(=O)N2CCOCC2)c1	2%	-7%	5%	11%	-17%	7	-10%	27%	-10%
11	O=C(Cn1cnc2ccccc2c1=O)Nc1ccccc1N1CCOCC1	8%[57.1 µM]	-5%	-2%	14%[57.1 µM]	-26%	3	1%	29%	-6%
12	COc1ccc(C(=O)NCCc2cnc[nH]2)cc1OC	-6%[57.1 µM]	-1%	9%	24%	-26%	-5	1%	22%	-10%
13	Cc1ccc(OCC(=O)OC(C)CN(C)Cc2ccccc2)cc1 (centres undefined)	6%[57.1 µM]	-11%	-5%	-6%[57.1 µM]	-6%	-6	-4%	1%	13%
14	O=C(C[n+]1cccc(/C=N/O)c1)N(Cc1ccccc1)Cc1ccccc1	-3%[57.1 µM]	6%	0%	2%[57.1 µM]	-9%	0	-4%	19%	-6%
15	CCCC1CCC(c2ccc(/C(N)=N/O)cc2)CC1 (centres undefined)	10%[57.1 µM]	4%	3%	35%[57.1 µM]	-14%	8	i	24%	0%
16	O=C(CSc1nnc(-c2ccc(F)cc2)o1)Nc1ccccc1N1CCOCC1	7%	0%	2%	20%	-11%	6	3%	39%[activator]	12%
17	COc1ccc(NC(=O)Cn2ccn(-c3ccccc3)c(=O)c2=O)cc1	12%[11.4 µM]	-10%	-14%	16%	-6%	0	3%	23%	0%
18	Nc1nc(Nc2cccc(F)c2)nc(NCCO)c1[N+](=O)[O-]	9%[57.1 µM]	-7%	17%	9%[57.1 µM]	5%	2	-11%	6%	-15%
19	O=C1COc2ccc(C(=O)COC(=O)Cc3ccccc3F)cc2N1	6%[57.1 µM]	26%	3%	7%[57.1 µM]	-3%	5	-5%	21%	-2%
20	Cc1noc(C)c1S(=O)(=O)Nc1ccc(C(=O)Nc2ccc(C(C)C)cc2)cc1	-9%	2%	-5%	-7%	-12%	-2	-2%	-6%	0%

Whole records as entered above. Order of values: TrxR1 substrate | Pin1 inhibitor | mIDH1 inhibitor | rTrxR1 inhibitor | USP1-UAF1 inh | PI4K2A block | Tb PGK inh | HP1b chromo inh | GLS inh
`CCCCCCCC/C=C\CCCCCCCC(=O)NCCc1ccc(O)c(O)c1` reads ? | ? | 11% | 27µM*! | -23% | 0&-3 | -15% | -12% | 29%
`Cc1noc(C)c1S(=O)(=O)Nc1ccc(C(=O)Nc2ccc(C(C)C)cc2)cc1` reads -9% | 2% | -5% | -7% | -12% | -2 | -2% | -6% | 0%

2 compounds drawn at random from the list so far, as already listed:
nr	SMILES	TrxR1 substrate	Pin1 inhibitor	mIDH1 inhibitor	rTrxR1 inhibitor	USP1-UAF1 inh	PI4K2A block	Tb PGK inh	HP1b chromo inh	GLS inh
13	Cc1ccc(OCC(=O)OC(C)CN(C)Cc2ccccc2)cc1 (centres undefined)	6%[57.1 µM]	-11%	-5%	-6%[57.1 µM]	-6%	-6	-4%	1%	13%
18	Nc1nc(Nc2cccc(F)c2)nc(NCCO)c1[N+](=O)[O-]	9%[57.1 µM]	-7%	17%	9%[57.1 µM]	5%	2	-11%	6%	-15%

(further entries)
nr	SMILES	TrxR1 substrate	Pin1 inhibitor	mIDH1 inhibitor	rTrxR1 inhibitor	USP1-UAF1 inh	PI4K2A block	Tb PGK inh	HP1b chromo inh	GLS inh
21	CN1C(=O)c2ccccc2C(C(=O)O)C1c1cn(C)c2ccccc12 (centres undefined)	-7%	2%	8%	-8%	-24%	1	-6%	?	26%
22	Cc1ccc(CS(=O)(=O)CC(C)(O)c2ccc(Cl)cc2)cc1 (centres undefined)	-7%	0%	10%	14%	-27%	1	0%	25%	-13%
23	C=CCOC(=O)C1=C(C)Nc2nnnn2C1c1cc(OC)ccc1OC (centres undefined)	6%	-8%	10%	12%	0%	1	-3%	8%	24%
24	O=C(CSc1ccccc1F)Nc1ccc(N2CCOCC2)cc1	1%	0%	-6%	12%	-4%	-23	2%	29%	17%
25	O=c1[nH]c(SCc2ccc(Cl)cc2)nc2ccccc12	-6%	8%	-4%	9%	-7%	0	-6%	34%	-4%
26	NNC(=O)c1cc(-c2cccs2)nc2ccccc12	128%[activator]	2%	1%	42%	-24%	-4	i	56%[activator]	24%
27	Cc1ccc(/C(O)=C2\C(=O)C(=O)N(CC(C)O)C2c2ccccn2)cc1 (centres undefined)	-3%[57.1 µM]	1%	0%	4%[57.1 µM]	4%	5	i	10%	-1%
28	CCC/C=N/NC(=O)c1ccc(F)cc1	5%	-1%	0%	32%	-9%	-1	-11%	19%	1%
29	COc1cccc(COC(=O)CSCC(=O)Nc2cccc(C)c2)c1OC	-10%	0%	22%	-5%	-10%	1	-2%	22%	-8%
30	Cc1nc(N2CCN(c3ccccn3)CC2)c2c(C)c(C(=O)Nc3ccccc3F)sc2n1	28%	-1%	0%	45%[activator]	-20%	3	i	63%[activator]	-1%
31	CCOc1ccc(-n2c(SCC(=O)NC3CCS(=O)(=O)C3)nnc2-c2cccnc2)cc1 (centres undefined)	5%[57.1 µM]	-7%	5%	15%[57.1 µM]	-3%	-3	-3%	8%	-1%
32	COc1cc(OC)cc(C(=O)OCC(=O)Nc2sccc2C(N)=O)c1	-4%	7%	9%	15%	-8%	-11	-10%	6%	-4%
33	COc1cccc(NC(=O)Nc2cc(C)ccc2F)c1	-6%	-7%	6%	2%	-23%	-4	-9%	20%	-10%
34	CC(C)NC(=O)c1ccc2c(c1)N(CC(=O)N1CCCC1)C(=O)C(C)(C)O2	?	0%	0%	-9%	-8%	6	0%	67%[activator]	-7%
35	N#CC1=C(N)N2C(=C(C#N)C13CCN(Cc1ccccc1)CC3)Nc1ccccc12	37%[activator]	12%	3%	-12%	-4%	1	-8%	19%	10%
36	COc1ccc(NS(=O)(=O)c2ccc(O)c(NC(=O)c3ccc(S(=O)(=O)N4CCCC4)cc3)c2)cc1	-3%	2%	-11%	6%	-9%	2	7%	39%	31%[activator]
37	COc1ccc(CNC(=O)CCCn2c(=O)c3cccn3c3cccnc32)cc1	16%	14%	6%&0%	35%	-5%&-24%	10&-5	-4%	44%[activator]	-6%&3%
38	CCOC(=O)c1c(O)c2cccc3c2n(c1=O)CC3	17%	0%	13%	10%[57.1 µM]	-26%	-1	-1%	39%[activator]	1%
39	O=C(Cc1ccc(F)cc1)N1CCC(N2CCC(C(=O)N3CCOCC3)CC2)CC1	-7%	3%	14%	9%	-7%	-4	i	39%	13%
40	CCOc1ccc(S(=O)(=O)N2CCCCC2)cc1NC(=O)Cc1ccccc1	4%	-4%	-14%	32%	-3%	-4	-8%	48%[activator]	-2%

Next part (2 carried over from the part before).
nr	SMILES	TrxR1 substrate	Pin1 inhibitor	mIDH1 inhibitor	rTrxR1 inhibitor	USP1-UAF1 inh	PI4K2A block	Tb PGK inh	HP1b chromo inh	GLS inh
39	O=C(Cc1ccc(F)cc1)N1CCC(N2CCC(C(=O)N3CCOCC3)CC2)CC1	-7%	3%	14%	9%	-7%	-4	i	39%	13%
40	CCOc1ccc(S(=O)(=O)N2CCCCC2)cc1NC(=O)Cc1ccccc1	4%	-4%	-14%	32%	-3%	-4	-8%	48%[activator]	-2%
41	CCN(CC)CCOC(=O)c1ccc(Cl)cc1	3%	-7%	4%	8%	-9%	-8	-15%	52%[activator]	-3%
42	Cc1nc2cc3ccccc3cc2c(=O)[nH]1	356%[activator]	-3%	1%	74%[activator]	-13%	-4	-10%	2%	-12%
43	O=c1[nH]c(NCCO)nnc1Cc1ccccc1	0%	-1%	3%	12%	-10%	12	6%	10%[57 µM]	-2%
44	CC(=O)c1ccc(N2CCN(C(=O)Nc3ccc(C)cc3)CC2)cc1	-4%[57.1 µM]	-8%&5%	7%	-1%[57.1 µM]	-26%&9%	-2&-3	-6%	24%&50%	2%&-2%

The list is partial; the hit share may differ from the screen's.
